# VLA-4 inh: inhibition in a human VLA-4 binding assay. P13612. VLA-4 expressing cells, ligand binding flow cytometry. inhibition, % (about 7 µM as worked out from the volumes in the protocol). actives 0.2% (n = 330,000). AID 2557; in the data active = inhibition above about 50%
# Target sequence (P13612 whole entry, looked up): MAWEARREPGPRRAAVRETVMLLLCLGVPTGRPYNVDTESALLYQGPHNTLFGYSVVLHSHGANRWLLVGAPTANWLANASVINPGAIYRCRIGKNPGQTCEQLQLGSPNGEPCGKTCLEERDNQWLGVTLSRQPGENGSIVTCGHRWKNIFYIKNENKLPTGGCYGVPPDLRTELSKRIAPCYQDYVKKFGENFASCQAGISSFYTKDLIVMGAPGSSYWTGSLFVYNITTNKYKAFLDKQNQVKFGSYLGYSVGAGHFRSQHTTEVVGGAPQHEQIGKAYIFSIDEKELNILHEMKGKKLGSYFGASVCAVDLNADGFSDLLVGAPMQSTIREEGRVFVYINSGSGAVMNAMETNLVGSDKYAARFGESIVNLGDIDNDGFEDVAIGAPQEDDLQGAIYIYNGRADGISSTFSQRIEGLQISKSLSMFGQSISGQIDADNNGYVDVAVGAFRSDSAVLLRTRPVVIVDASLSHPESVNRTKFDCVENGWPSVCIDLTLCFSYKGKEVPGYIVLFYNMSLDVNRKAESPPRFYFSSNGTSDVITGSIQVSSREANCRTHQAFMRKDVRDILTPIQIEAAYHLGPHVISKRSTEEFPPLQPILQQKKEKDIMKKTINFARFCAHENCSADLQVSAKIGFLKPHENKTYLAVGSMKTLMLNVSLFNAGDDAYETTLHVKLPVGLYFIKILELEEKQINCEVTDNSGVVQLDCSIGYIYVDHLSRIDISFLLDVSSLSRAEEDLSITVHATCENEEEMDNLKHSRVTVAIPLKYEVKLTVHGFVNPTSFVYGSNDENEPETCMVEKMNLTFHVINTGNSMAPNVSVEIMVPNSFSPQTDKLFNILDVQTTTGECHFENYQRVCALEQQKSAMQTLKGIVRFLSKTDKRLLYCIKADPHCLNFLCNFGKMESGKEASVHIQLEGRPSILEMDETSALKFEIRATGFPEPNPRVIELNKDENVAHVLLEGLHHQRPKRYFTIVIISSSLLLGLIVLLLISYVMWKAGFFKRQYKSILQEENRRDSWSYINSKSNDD
# GLD-1 TGE inh: GLD-1-TGE RNA interaction inhibition (C. elegans); actives 0.44% (n = 320,000); Q17339; AID 2280; purified GLD-1 + fluorescein TGE RNA, fluorescence polarization; inhibition, % at 5.96 µM;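 active = percent inhibition above a per-plate cutoff, the plate mean of test compounds plus 3 SD, cut at about 30% in these data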;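 note: 0% = DMSO wells with GLD-1 and probe and 100% = wells lacking GLD-1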
# MEX-5 binding: C. elegans MEX-5 TCR-2 RNA binding activity; activity score (negative = inhibition of binding), % at 10 µM; Q9XUB2; actives 0.38% (n = 300,000); AID 1832; MEX-5/FITC-TCR2 RNA binding, fluorescence polarization; hits give low values;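 active = inhibition past about -25% in most replicates, and total fluorescence under double the plate's negative control median, limit read from the data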;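 note: 0% = DMSO and -100% = 5 µM competing unlabeled TCR2 RNA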
# GRK2 aptamer HTS: human GRK2 inhibition via aptamer displacement | actives 0.59% (n = 330,000) | bead flow cytometry, FAM-aptamer displacement from GRK2 | inhibition of aptamer binding, % at 10 µM;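 active = inhibition of aptamer binding above 40%, roughly 3 SD of noise, on plates passing a quality check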;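 note: median bead fluorescence of bound FAM aptamer so fluorescent compounds give negative values; no value below 0 was filed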
# Bcl-xL primary: inhibitors of human Bcl-xL | Q07817 | GST-Bcl-xL / FITC-Bim BH3 peptide fluorescence polarization | inhibition, % at 10.9 µM | actives 0.7% (n = 320,000);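 active = inhibition above the mean of all tested compounds plus 3 SD, cutoff set per campaign, cut at about 30% in these data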;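 note: 0% = DMSO wells and 100% = unlabeled Bim-BH3 peptide competitor; inhibitors lower millipolarization by displacing the labeled peptide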
# CIT2-GFP yeast: alters CIT2-GFP fluorescence in TOR pathway yeast screen | actives 0.065% (n = 320,000) | GFP response vs DMSO, % at 10 µM | AID 2029 | S. cerevisiae CIT2-GFP strain, flow cytometry, 3 h; 100 means same as DMSO wells;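 active = GFP response relative to DMSO above a set limit, near the screen mean plus 3 SD, cut at about 150% in these data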;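 note: ratio of well median GFP fluorescence to mean of DMSO wells on the plate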
# MCL1-BIM inh: disrupts human MCL1 binding to BIM-BH3 peptide; inhibition, % at 10.9 µM; GST-MCL1 / FITC-Bim-BH3 fluorescence polarization; Q07820; actives 0.68% (n = 320,000);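 active = inhibition above the mean inhibition of all tested compounds plus 3 SD, set per campaign, cut at about 40% in these data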;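 note: 0% = DMSO wells and 100% = unlabeled Bim-BH3 peptide control; higher means more loss of mP so more displacement of Bim peptide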
# Fam108B inh: counter-screen for RBBP9 inhibitors: inhibitors of mouse Fam108B; recombinant Fam108B, FP-Rh probe fluorescence polarization; inhibition, % at 9.51 µM; actives 0.33% (n = 300,000); AID 1947;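 active = inhibition above the screen mean inhibition plus 3 SD, computed separately per campaign, cut at about 18% in these data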;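 note: inhibitors lower polarization as less probe binds the enzyme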
# AGP1-GFP MLPCN: yeast TOR pathway AGP1-GFP modulation. GFP response vs DMSO, % at 10 µM. S. cerevisiae AGP1-GFP multiplex flow cytometry, 3 h; GFP as percent of DMSO wells. actives 0.02% (n = 320,000);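 active = GFP response relative to DMSO above a set limit, near screen average plus 3 SD, cut at about 150% in these data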;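 note: median GFP channel fluorescence of the gated AGP1 strain per well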
# Numbers without * were called inactive; . = not tested or not shown.
1. COc1ccc([C@H]2CC(=O)C=C(/C=C/c3ccc(Cl)cc3)C2)cc1
2. CS(=O)(=O)CCC(C(=O)OCc1ccc(Cl)cc1)N1C(=O)c2ccccc2C1=O (stereo unspecified)
3. CCOC(=O)c1c(C)[nH]c(C(=O)COC(=O)CCC(=O)c2ccc3c(c2)OCCO3)c1C
4. Nc1ccc(OCc2ccccc2)cc1
5. COC(=O)CN1C(=O)C(O)(CC(=O)c2ccccc2)c2ccccc21 (stereo unspecified)
6. CC(C)CN(C(=O)COC(=O)CCCc1c[nH]c2ccccc12)c1c(N)n(Cc2ccccc2)c(=O)[nH]c1=O
7. O=C(c1cc(-c2ccc(Cl)c(Cl)c2)on1)N1CCCCCC1
8. COc1ccc(OCc2cccc(C(=O)Nc3ccc(CN4CCCCC4)cc3)c2)cc1
9. Cc1nn(Cc2ccc(F)cc2)c(C)c1NC(=O)c1nn(C)cc1Cl
10. COc1ccccc1NC(=O)C[n+]1ccccc1C

compound no.	1	2	3	4	5	6	7	8	9	10
VLA-4 inh	-8	-4	-12	15	-2	-3	18	12	-2	-7
GLD-1 TGE inh	-2	3	2	-1	-2	2	2	8	6	.
MEX-5 binding	.	2.3	-1.6	-2.1	1.7	-0.9	-1.5	-1.3	-1.5	2.6
GRK2 aptamer HTS	3	0	0	0	6	0	0	0	2	2
Bcl-xL primary	0	1	5	5	4	1	3	9	6	.
CIT2-GFP yeast	104	104	107	101	93	.	99	100	102	106
MCL1-BIM inh	5	1	9	9	3	1	-2	7	12	.
Fam108B inh	.	3	-5	1	-3	1	-6	-3	-2	.
AGP1-GFP MLPCN	97	103	.	105	91	95	99	101	104	105

# Copied from above, three compounds:
1. COc1ccc([C@H]2CC(=O)C=C(/C=C/c3ccc(Cl)cc3)C2)cc1
2. CS(=O)(=O)CCC(C(=O)OCc1ccc(Cl)cc1)N1C(=O)c2ccccc2C1=O (stereo unspecified)
3. CCOC(=O)c1c(C)[nH]c(C(=O)COC(=O)CCC(=O)c2ccc3c(c2)OCCO3)c1C

compound no.	1	2	3
VLA-4 inh	-8	-4	-12
GLD-1 TGE inh	-2	3	2
MEX-5 binding	.	2.3	-1.6
GRK2 aptamer HTS	3	0	0
Bcl-xL primary	0	1	5
CIT2-GFP yeast	104	104	107
MCL1-BIM inh	5	1	9
Fam108B inh	.	3	-5
AGP1-GFP MLPCN	97	103	.

# Continued:
11. CCCCCCSc1ccc([C@H]2N[C@@](CC(C)C)(C(=O)OC)[C@H]3C(=O)N(CC)C(=O)[C@@H]23)cc1
12. CCCCn1c(-c2ccccc2)nnc1-c1ccccc1
13. C/C(N)=C(/C#N)C(=O)COC(=O)CCC1CCCC1
14. Cc1ccc(C)c(OC(=O)c2cccnc2)c1
15. NC1=NC(=O)C(CC(=O)c2ccc(Cl)cc2)S1 (stereo unspecified)
16. O=C(Nc1nc2ccc(Br)cc2s1)c1ccco1
17. COCCNC(=O)CCc1nnc(Cc2ccc(-c3ccccc3)cc2)o1
18. O=S(=O)(c1ccc(-c2cc(C(F)(F)F)on2)s1)N1CCCC1
19. Cc1nc2ccc(S(=O)(=O)N(C)CC(=O)NCc3ccc4c(c3)OCO4)cc2s1
20. CC(=O)OC1c2ccccc2C(=O)N1c1ccccc1C (stereo unspecified)

compound no.	11	12	13	14	15	16	17	18	19	20
VLA-4 inh	-6	20	13	14	1	-4	8	0	14	-17
GLD-1 TGE inh	-11	-1	3	2	-4	-1	-3	5	6	0
MEX-5 binding	0.4	-0.8	-0.1	0.9	-0.3	-0.1	-0.1	2.2	-1.1	-0.8
GRK2 aptamer HTS	0	0	0	0	0	2	2	0	0	0
Bcl-xL primary	5	0	5	6	1	4	6	-3	12	10
CIT2-GFP yeast	100	99	101	98	96	95	92	99	97	124
MCL1-BIM inh	10	-4	-5	0	4	-2	-1	-8	4	8
Fam108B inh	-3	-1	1	-7	4	0	5	1	-3	-3
AGP1-GFP MLPCN	86	102	98	100	94	88	97	114	94	107

21. Cc1ccc(S/C(=N\S(=O)(=O)c2ccc(Cl)cc2)c2ccccc2)cc1
22. Cc1ccc(S(=O)(=O)N(Cc2ccc(Cl)cc2)c2ccccc2C(=O)NCc2cccnc2)cc1
23. CC1Oc2ccccc2N(CC(=O)N(Cc2ccccc2)Cc2ccccn2)C1=O (stereo unspecified)
24. CN(CCC#N)CC(=O)Nc1ccc(S(N)(=O)=O)cc1
25. CN(C[C@H](CC1CCCCC1)N(C[C@H](Cc1ccccc1)N(CCc1ccccc1)N=O)N=O)N=O
26. O=C(CSCCO)Nc1ccc([N+](=O)[O-])cc1
27. c1ccc2c(c1)OCC(c1nnc3sc(-c4cnccn4)nn13)O2 (stereo unspecified)
28. Cc1cc(C)c(S(=O)(=O)Nc2cccc(C(=O)O)c2)cc1S(=O)(=O)Nc1cccc(C(=O)O)c1
29. O=C(NC(=S)Nc1ccc2c(c1)C(=O)c1ccccc1C2=O)c1ccc(F)cc1
30. CCOc1ccccc1Cn1c(=O)sc2ccccc21

compound no.	21	22	23	24	25	26	27	28	29	30
VLA-4 inh	5	27	9	10	5	10	-14	-3	-17	4
GLD-1 TGE inh	11	6	0	4	5	4	5	1	8	-2
MEX-5 binding	-0.9	-0.2	-1.7	0.4	1.0	0.5	-2.9	-0.3	1.7	1.1
GRK2 aptamer HTS	1	2	0	2	0	3	2	0	1	6
Bcl-xL primary	14	1	-2	3	-4	2	22	-2	6	3
CIT2-GFP yeast	80	96	101	98	74	99	109	97	104	101
MCL1-BIM inh	12	-1	3	-1	-6	2	39	-6	9	4
Fam108B inh	-1	4	-1	-2	-3	1	0	-1	-2	2
AGP1-GFP MLPCN	94	97	96	98	85	104	107	100	102	101

# Entries shown so far containing two or more sulfur atoms:
18. O=S(=O)(c1ccc(-c2cc(C(F)(F)F)on2)s1)N1CCCC1
19. Cc1nc2ccc(S(=O)(=O)N(C)CC(=O)NCc3ccc4c(c3)OCO4)cc2s1
21. Cc1ccc(S/C(=N\S(=O)(=O)c2ccc(Cl)cc2)c2ccccc2)cc1
28. Cc1cc(C)c(S(=O)(=O)Nc2cccc(C(=O)O)c2)cc1S(=O)(=O)Nc1cccc(C(=O)O)c1

compound no.	18	19	21	28
VLA-4 inh	0	14	5	-3
GLD-1 TGE inh	5	6	11	1
MEX-5 binding	2.2	-1.1	-0.9	-0.3
GRK2 aptamer HTS	0	0	1	0
Bcl-xL primary	-3	12	14	-2
CIT2-GFP yeast	99	97	80	97
MCL1-BIM inh	-8	4	12	-6
Fam108B inh	1	-3	-1	-1
AGP1-GFP MLPCN	114	94	94	100

# Remaining list, next part
31. O=C(N/N=C/c1ccc(Br)cc1)c1ccc(Br)o1
32. CC(CCc1ccccc1)NC(=O)COC(=O)c1ccccc1Br (stereo unspecified)
33. CCOc1cc(C(=O)NN2CCOCC2)cc(OCC)c1OCC
34. C[C@@H]1COC(=O)[C@H](CC(=O)OC(C)(C)C)C/C=C\C[C@@H](CC(=O)N[C@H](CO)Cc2ccccc2)C(=O)N1
35. COc1cc(CNC2CCCCC2)c(Br)cc1OC1CCCC1
36. CCOC(=O)NC(=O)/C(N=Nc1ccc(C(F)(F)F)cc1)=C(\C)O
37. O=C(O)CC(NC(=O)C12CC3CC(CC(C3)C1)C2)c1ccc(Cl)cc1 (stereo unspecified)
38. Cc1cccc(-n2c(C)cc(/C=C3\C(=N)N4N=C(CC(C)C)SC4=NC3=O)c2C)c1
39. COc1ccc(Cc2nc(-c3ccncc3)no2)cc1
40. O=C(Nc1ccc(F)cc1F)NC1CCN(S(=O)(=O)c2ccc(F)cc2)CC1

compound no.	31	32	33	34	35	36	37	38	39	40
VLA-4 inh	12	-3	-6	-26	-20	-1	1	5	4	12
GLD-1 TGE inh	4	6	-5	2	4	2	1	2	3	4
MEX-5 binding	0.7	-4.4	-4.6	.	1.1	-5.5	0.3	0.1	2.0	-0.4
GRK2 aptamer HTS	6	1	5	0	0	0	2	3	0	1
Bcl-xL primary	-3	5	-1	.	1	2	4	0	3	1
CIT2-GFP yeast	90	99	102	88	119	97	102	102	98	86
MCL1-BIM inh	0	7	-1	.	4	5	2	-7	0	-6
Fam108B inh	-8	0	3	.	-3	-2	5	-2	5	-5
AGP1-GFP MLPCN	99	102	92	94	103	95	99	99	98	97

41. O=c1c2ccccc2nnn1CSc1nnnn1-c1ccc(O)cc1
42. CCS(=O)(=O)c1ccccc1C(=O)NC1CCCc2ccccc21 (stereo unspecified)
43. Cc1cc(OC(=O)c2ccccc2[N+](=O)[O-])c([N+](=O)[O-])c(=O)[nH]1
44. CCOC(=O)C(NC(C)=O)(Nc1ccc(F)cc1)C(F)(F)F (stereo unspecified)
45. CC1CCCCN1CCNC(=O)C1CCN(S(=O)(=O)c2cccc3nsnc23)CC1 (stereo unspecified)
46. CCCn1c(SCC(=O)Nc2ccc3c(c2)CCC3)n[nH]c1=O
47. CCOc1cc(C(=O)NCCOC)ccc1OC
48. CCOC(=O)N1CCN(C(=O)C(C)n2nc(C)n3c(cc4sccc43)c2=O)CC1 (stereo unspecified)
49. Cc1ccc(Nc2cc(=O)[nH]c(=O)[nH]2)cc1Cl
50. O=C(Nc1cccc(S(=O)(=O)N2CCCCCC2)c1)C1CC(=O)N(c2ccc3c(c2)OCCO3)C1 (stereo unspecified)

compound no.	41	42	43	44	45	46	47	48	49	50
VLA-4 inh	10	-1	28	-6	1	6	14	-2	7	4
GLD-1 TGE inh	4	1	6	-4	-12	0	-5	0	3	1
MEX-5 binding	2.5	-1.1	-1.8	0.8	-1.6	-2.2	2.5	0.3	0.8	0.3
GRK2 aptamer HTS	0	0	5	0	0	0	0	1	2	0
Bcl-xL primary	-6	-4	1	1	4	4	2	5	-1	-6
CIT2-GFP yeast	114	104	96	112	101	100	106	106	110	105
MCL1-BIM inh	-1	2	-6	2	-8	-5	-10	1	-3	-1
Fam108B inh	-3	-3	-1	2	-1	-4	1	-2	0	5
AGP1-GFP MLPCN	101	101	91	105	64	98	87	107	94	98

51. CC(=O)NC(CC(=O)N(C)Cc1cccc(Cl)c1Cl)c1ccccc1 (stereo unspecified)
52. CCOc1ccccc1C(=O)Nc1nnc(COC)s1
53. CCc1ccccc1NC(=O)COc1cccc2ccc(C)nc12
54. O=C(O)CC1Oc2ccc(Cl)cc2NC1=O (stereo unspecified)
55. Cc1cccc(-c2nnc(-c3cccc(NC(=O)Cc4cccs4)c3)o2)c1
56. CCc1cc(C(=O)NNC(=O)CCN2CCN(c3ccccc3)CC2)sc1C
57. COC(=O)CCCC(=O)N1CCCC(C(=O)c2ccc(OC)cc2C)C1 (stereo unspecified)
58. CCN(c1ccccc1)S(=O)(=O)c1ccc(C(=O)Oc2ccc(C(C)=O)cc2)cc1
59. Cc1ccccc1-c1nc(P(=O)(c2ccccc2)c2ccccc2)c(N2CCOCC2)o1
60. O=C(Nc1cc(F)ccc1F)C1CCCO1 (stereo unspecified)

compound no.	51	52	53	54	55	56	57	58	59	60
VLA-4 inh	-8	1	4	8	7	7	11	6	0	4
GLD-1 TGE inh	8	-1	0	3	-1	4	-1	8	7	3
MEX-5 binding	.	-1.4	-0.9	-0.5	3.1	-3.7	1.4	2.1	-0.3	-2.2
GRK2 aptamer HTS	3	1	2	3	0	0	0	0	1	4
Bcl-xL primary	-12	0	5	-1	-3	-10	0	-2	-6	4
CIT2-GFP yeast	96	88	104	104	89	97	87	98	95	107
MCL1-BIM inh	-18	2	6	-4	-3	-20	-2	-2	-11	-2
Fam108B inh	-2	-1	-2	-3	-38	1	3	-11	0	0
AGP1-GFP MLPCN	98	98	96	103	93	99	93	104	101	101

# Bioassay records (PubChem)
